# High-throughput results deposited in PubChem BioAssay by several laboratories.
# Rad51 HR inh: Rad51 (human) homologous recombination inhibition; Q06609; hRad51 DNA strand exchange, fluorescence dequenching; inhibition, % at 10 µM; 200,000 compounds, 0.085% hits; AID 1385;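 active = inhibition above 40% at the single screening dose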;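 note: 0% = DMSO control wells and 100% = blanks with heterologous ssDNA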
#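 Material: Human Rad51 nucleoprotein filaments preassembled on unlabelled ssDNA | Also added: Labelled 47-mer dsDNA for strand exchange | Dosing: Single dose, 10 µM final compound | Schedule: 30-min compound preincubation and 15-min exchange, both room temperature | Technique: Fluorescence dequenching at 485/520 nm | Measure: Percent inhibition relative to plate controls and blanks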
# Furin inh: blocks human furin protease activity; P09958; purified furin, fluorogenic substrate cleavage; inhibition, % at 30 µM; 220,000 compounds, 0.061% hits; AID 463115; in the data active = inhibition above about 25%; note: inactives centre near -15
# Target sequence (P09958 108-714 limits assumed): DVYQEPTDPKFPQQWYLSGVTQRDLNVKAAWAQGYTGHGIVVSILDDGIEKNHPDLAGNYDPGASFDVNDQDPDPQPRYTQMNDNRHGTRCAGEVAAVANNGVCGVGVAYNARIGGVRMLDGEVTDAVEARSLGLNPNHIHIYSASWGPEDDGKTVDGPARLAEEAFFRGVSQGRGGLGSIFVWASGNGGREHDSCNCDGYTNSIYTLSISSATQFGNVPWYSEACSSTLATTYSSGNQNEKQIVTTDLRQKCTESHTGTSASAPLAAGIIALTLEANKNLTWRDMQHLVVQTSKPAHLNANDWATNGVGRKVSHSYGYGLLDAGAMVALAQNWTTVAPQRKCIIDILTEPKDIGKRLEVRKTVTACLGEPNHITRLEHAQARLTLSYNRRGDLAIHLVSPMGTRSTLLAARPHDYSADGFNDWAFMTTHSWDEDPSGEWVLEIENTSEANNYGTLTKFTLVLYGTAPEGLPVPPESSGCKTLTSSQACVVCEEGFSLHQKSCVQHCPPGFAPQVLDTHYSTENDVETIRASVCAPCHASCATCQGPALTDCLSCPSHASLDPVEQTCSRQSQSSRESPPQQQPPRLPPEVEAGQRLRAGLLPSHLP
# Calpain2 inh: calpain II (pig) inhibition; purified calpain II, fluorogenic peptide substrate, 30 min; inhibition, % at 16 µM; 220,000 compounds, 0.37% hits;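 active = inhibition above about 50%, limit read from the data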
# thrombin 1536: blocks human thrombin protease activity. P00734. alpha-thrombin, Boc-VPR-AMC fluorogenic substrate cleavage. inhibition, % at 5 µM. 220,000 compounds, 0.26% hits;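 active = inhibition at or above 40%; inactive = inhibition below 40%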;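 note: 0% = enzyme with no compound and 100% = wells without enzyme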
#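 System: human alpha-thrombin protein; Compound dosing: one concentration per compound, 5 µM, with 0.2% DMSO; Timing: reaction at room temperature; Technique: AMC fluorescence, 355/460 nm; Controls: enzyme without compound as high, wells lacking enzyme as low.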
# Cl transport mod: KCC2 (human) Cl- transport modulation | Q9H2X9 | KCC2 cells, thallium flux FluoZin-2 fluorescence | B-score of Tl+ flux slope (higher = more flux/activation; lower = inhibition) at 10 µM | 190,000 compounds, 2.2% hits | AID 1456;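 active = thallium flux slope and its plate-corrected score both differing from the plate sample mean at a set confidence after two filtering rounds, in either direction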;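 note: slope of fluorescence scaled to starting intensity during 10 to 20 s after thallium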
# KLK5 inh: inhibitors of human kallikrein 5. Q9Y337. recombinant hK5, fluorogenic AMC substrate cleavage. inhibition, % at 5 µM. 210,000 compounds, 0.59% hits;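 active = inhibition of 40% or more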;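 note: 0% = enzyme controls without compound and 100% = no-enzyme blanks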
# Target sequence (Q9Y337 67-293 limits assumed): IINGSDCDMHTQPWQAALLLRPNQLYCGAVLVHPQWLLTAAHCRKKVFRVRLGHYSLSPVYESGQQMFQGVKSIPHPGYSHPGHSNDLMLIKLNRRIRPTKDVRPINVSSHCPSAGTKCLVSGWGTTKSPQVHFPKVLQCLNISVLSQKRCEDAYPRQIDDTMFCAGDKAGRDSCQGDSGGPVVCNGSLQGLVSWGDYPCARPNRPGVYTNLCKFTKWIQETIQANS
# FXIIa inh 1536: factor XIIa (human) inhibition. purified FXIIa, Boc-QGR-AMC fluorogenic substrate, 2 h. P00748. inhibition, % at 5 µM. 220,000 compounds, 0.3% hits; in the data active = inhibition above about 40%;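 note: 0% = enzyme with no compound and 100% = blank without enzyme; many of its hits are not listed in these tables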
# PERK inhibitor: inhibitors of human PERK kinase; Q9NZJ5; CHO PERK-DD fusion, SEAP luminescence translation reporter; inhibition, % at 5.6 µM; 220,000 compounds, 0.17% hits; AID 1416;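 active = inhibition above the mean inhibition of all tested compounds plus 3 SD, set separately per screening campaign, cut at about 2.9% in these data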;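 note: PERK kinase domain activated by AP20187 dimerizer at 100 nM; 0% = DMSO with dimerizer and 100% = rapamycin at 8.4 µM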
# FXIa inh: inhibitors of human coagulation factor XIa | 220,000 compounds, 0.14% hits | purified FXIa, Boc-Glu-Ala-Arg-AMC fluorogenic substrate | inhibition, % at 5 µM | AID 798;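 active = inhibition of at least 40%; inactive = inhibition below 40%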;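 note: fluorescence of freed AMC excited at 355 nm; 0% = enzyme without compound and 100% = no enzyme blank; many of its hits are not listed in these tables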
# Active calls of the source: *; / = not tested or not shown; [ ] = dose if it differs, or a comment. Not all compounds are listed (hit frequency here may not be typical).
Rad51 HR inh,Furin inh,Calpain2 inh,thrombin 1536,Cl transport mod,KLK5 inh,FXIIa inh 1536,PERK inhibitor,FXIa inh,mol
18,-21,-22,6,0.24,0,4,0.5,-2,Cc1ccsc1C(=O)N1CCC(N2CCC(C(=O)NCC3CCCO3)CC2)CC1 (stereo unspecified)
-2,-11,-5,9,0.15,-4,11,-1.4,6,CC1=CC(=O)c2ccccc2C1=O
-9,-21,-21,-2,0.78,4,5,0.4,2,S=C(NCCc1cnc[nH]1)NC1CCCC1
8,-6,-38,5,/,-4,22,1.3,11,CCOC(=O)C1=C(C)SC2=NS(=O)(=O)CCN21
9,-5,-14,0,/,1,7,-0.4,-2,C/C(=N\Nc1ccc(F)cc1F)c1cccs1
-4,1,29,-1,0.39,-18,1,0.0,-7,Cc1cc(C(=O)COC(=O)c2ccc[nH]c2=O)c(C)n1-c1ccc(F)cc1
/,-21[20 µM],-3,-3,-0.46,-17,1,1.0,-7,Cc1cc(C(=O)Nc2cccnc2)no1
-1,-29,-8,-4,/,-1,3,1.6,1,CCCNC(=O)NC(=O)CN1C(=O)NC(C)(c2ccc(C)cc2)C1=O (stereo unspecified)
-1,-16,3,-16,-4.5,-4,6,-0.3,-2,O=C(O)CCN(Cc1ccccc1)S(=O)(=O)c1ccccc1Cl
2,-25,-13,-7,-0.23,-5,-1,0.1,2,CC(C)CCNCC1OCc2ccccc2CO1
7,-19[20 µM],-20,-3,/,-41,13,-0.4,0,Cc1cccc(N(C(=O)Cn2nnc3ccccc32)C(C(=O)NC(C)(C)C)c2ccsc2)c1C (stereo unspecified)
-9,-3,24,-1,-0.66,0,5,/,1,Cc1ccccc1-c1cc(=O)c2c(O)cccc2o1
-1,-11,-14,-5,0.57,-1,1,2.0,-7,CC[C@H](C)[C@@H](C(=O)N1CCNCC1)n1cc([C@@H](N)CO)nn1
18,-28,-13,-1,0.2,/,9,0.8,1,Cc1cc(-c2nnc(CCC(=O)N(CC3CC3)CC3CCCO3)o2)no1 (stereo unspecified)
/,-12,13,-3,-0.12,6,8,0.2,1,COc1ccc(/C=N/NC(=O)c2cccnc2)cc1CN1CCN(c2ccc(F)cc2)CC1
2,-23,-22,0,1.4,-8,7,-0.5,-3,CCOC(=O)C1(Cc2ccc(Cl)cc2)CCN(C(=O)C2=NNC(=O)CC2)CC1
-1,-20[20 µM],9,-11,/,-5,-10,1.0,-2,COc1cccc(OCCCCN2CCCCC2)c1
13,-7,-16,2,-1.4,-7,11,0.7,5,NC(=O)CC[C@@H]1NC(=O)[C@@H]2CCCN2C(=O)c2cc([N+](=O)[O-])cc(I)c2NCCC[C@@H](C(N)=O)NC1=O
3,-16,18,-4,-0.13,-36,-1,-0.7,-11,Cc1cc(NCc2ccccc2)nc(-c2ccccc2O)n1
/,-16[20 µM],-3,3,0.016,3,16,0.2,-32,O=C(Oc1ccc(OC(=O)N2CCOCC2)cc1)c1ccccc1
-3,-8[20 µM],8,2,0.044,-13,18,-0.8,2,Cc1cccc(NC(=O)C2(c3ccc([N+](=O)[O-])cc3)CCCC2)c1
/,-10,27,-2,-1.1,-20,11,-0.5,4,CC(C)(C)NC(=O)c1oc2ccccc2c1COc1ccccc1
13,-21,7,-9,1.9,3,-3,0.5,1,CC(C)COC(=O)n1c(SCC(N)=O)nc2ccccc21
-4,-22,-11,-1,-0.46,-24,-3,0.8,-7,O=C(CSc1nn(-c2ccc(F)cc2)c(=S)s1)NCC1CCCO1 (stereo unspecified)
33,-4,27,-6,-1.2,-10,0,0.9,-1,CCOc1ccc(NC(=O)COC(=O)C23CC4CC(CC(C4)C2)C3)c([N+](=O)[O-])c1
-3,-9,11,0,-1.1,22,25,-0.4,11,CCOC(=O)c1cc(-c2ccc(OC)cc2)n(CCC(=O)NCCN2CCC(C)CC2)c1C
/,-18,-2,-3,-1.6,-22,13,0.4,14,Cc1cc(C)nc(SCc2cc(=O)c(OC(=O)c3ccco3)co2)n1
/,-25[20 µM],-177,5,-0.82,-23,16,1.1,9,CCOC(=O)C1=C(O)/C(=C/c2ccc(CNC(=O)C(=O)Nc3ccc(C)cc3)o2)N=C1C
-2,-25[20 µM],-17,-2,-1.3,-20,11,-0.4,3,O=C(CSc1nnnn1-c1ccc2c(c1)OCO2)NCc1ccccc1
11,-12[20 µM],2,2,0.58,-5,11,0.2,7,CSc1nc2c(c(=O)n1-c1ccc(F)cc1)SCC2
12,-1,-3,1,-1.8,0,8,-2.5,1,O=C(C1CCC1)N1CCN(c2ccnc3cc(Cl)ccc23)CC1
-4,-16[20 µM],-10,-7,/,2,6,-0.1,-1,CCOC(=O)Nc1cc(OC)c(OC)cc1Cc1nccc2cc(OC)c(OC)cc12

# Some of these compounds in order of their number in thrombin 1536, smallest number first:
SMILES	Rad51 HR inh	Furin inh	Calpain2 inh	thrombin 1536	Cl transport mod	KLK5 inh	FXIIa inh 1536	PERK inhibitor	FXIa inh
CCOC(=O)Nc1cc(OC)c(OC)cc1Cc1nccc2cc(OC)c(OC)cc12	-4	-16[20 µM]	-10	-7	/	2	6	-0.1	-1
CCOc1ccc(NC(=O)COC(=O)C23CC4CC(CC(C4)C2)C3)c([N+](=O)[O-])c1	33	-4	27	-6	-1.2	-10	0	0.9	-1
O=C(C1CCC1)N1CCN(c2ccnc3cc(Cl)ccc23)CC1	12	-1	-3	1	-1.8	0	8	-2.5	1
CSc1nc2c(c(=O)n1-c1ccc(F)cc1)SCC2	11	-12[20 µM]	2	2	0.58	-5	11	0.2	7

# (list continues)
Rad51 HR inh,Furin inh,Calpain2 inh,thrombin 1536,Cl transport mod,KLK5 inh,FXIIa inh 1536,PERK inhibitor,FXIa inh,mol
-5,-14[20 µM],-11,-2,-0.5,0,9,1.5,-3,CC(=O)N1CCN(C(=O)CSc2nc3c(cnn3-c3ccccc3)c(=O)[nH]2)CC1
/,-8,6,0,0.83,5,14,0.8,4,CC(/C=C/c1ccco1)=N/NC(=O)c1ccc(C)nc1
3,-15[20 µM],-17,-4,-0.52,4,7,0.4,-2,Cc1c(F)cccc1NS(=O)(=O)c1ccccc1C#N
/,-10[20 µM],13,-10,-2.4,-36,-1,-1.7,-1,CC(C)c1ccc(CC(C)C2C3=C(CCCC3=O)OC3=C2C(=O)CCC3)cc1 (stereo unspecified)
-1,-19,7,6,-2.7,-3,2,-0.7,6,COC(=O)CSc1nnc2n(-c3ccc(OC)cc3)c(=O)c3c4c(sc3n12)CCCCC4
-5,-29,-6,-29,0.75,-4,3,0.9,-8,Cc1ccc(NC2Sc3ccccc3NC2=O)cc1 (stereo unspecified)
-2,-16,-2,-12,-0.03,-12,29,-0.6,17,Cc1ccc(C)c(-n2c(SCC(=O)N3CCCC3)nnc2-c2ccccn2)c1
8,-5[20 µM],1,3,-0.2,3,14,-0.3,5,Cn1cc(Cl)c(C(=O)Nc2nc3ccccc3s2)n1
-7,-19,-6,-4,-0.028,-4,21,-0.1,21,O=c1c(S(=O)(=O)c2ccc(Cl)cc2)cn(Cc2cccc(F)c2)c2ccc(F)cc12
24,-8,-12,-2,-0.47,-3,0,0.1,-4,O=C(NCCO)/C(=C/c1ccc2c(c1)OCO2)NC(=O)c1ccc(Br)cc1
-1,-16,0,-8,0.016,-17,13,-0.1,5,CCC1CCc2c(sc(NC(C)=O)c2C#N)C1 (stereo unspecified)
-3,-17,-18,-9,2.5,1,6,0.4,-1,NS(=O)(=O)c1cccc(NC(=O)CSc2nc3ccccc3n2-c2ccccc2)c1
-1,-25[20 µM],-13,0,/,2,5,-0.7,8,COc1ccc(S(=O)(=O)Nc2c3ccccc3nc(=O)n2-c2ccccc2)cc1
-9,-20,-18,-6,0.45,-4,7,1.1,-4,O=C1Cc2ccccc2C(=O)N1OCc1ccc(Cl)cc1Cl
2,-19,-9,3,-0.74,-26,15,0.2,0,COc1cccc(C2CC(C(F)(F)F)n3ncc(C(=O)NCC4CCCO4)c3N2)c1 (stereo unspecified)
8,-5[20 µM],-15,5,-0.7,-22,22,-1.0,-5,CC(C)(C)NC(=O)Cn1cc(C#N)c2cc(Br)ccc21
-5,-26,-62,-6,-0.0065,-3,10,0.8,3,C/C(=N\Nc1ccc([N+](=O)[O-])cc1[N+](=O)[O-])c1ccc(-n2nncc2C(C)(C)C)cc1
15,-6,-41,-5,-1.9,3,7,1.5,1,CN(C)c1ccc(N=Nc2ccc(S(=O)(=O)O)cc2)c2ccccc12
-2,-23,22,0,0.41,-3,13,-0.6,6,O=C(NCc1ccc2c(c1)OCO2)c1cc([N+](=O)[O-])ccc1N1CCCCC1
2,-21,3,-12,1.2,-18,8,0.0,8,CCNC(=S)NNC(=O)c1c(Cl)c(C)nn1C
-6,-25[20 µM],23,0,/,-13,18,1.5,2,CCOC(=O)NNC1CC(=O)N(c2ccc(OC)cc2)C1=O (stereo unspecified)
/,-19,-497,-4,-0.67,-28,1,-1.3,1,Nc1c(C(=O)NCc2ccccc2)c2nc3ccccc3nc2n1CCCN1CCOCC1
/,-14,-116,-3,-1.1,-39,-8,1.0,-2,O=C(COC(=O)c1cc(-c2ccco2)nc2ccccc12)NCc1ccc2c(c1)OCO2
20,-18,12,1,-0.046,-31,4,0.1,-4,Cc1ccc(C)c(NC(=O)C(NCC(C)(C)N2CCOCC2)c2ccccc2)c1 (stereo unspecified)
-3,-24,8,-3,/,0,37,-0.7,18,CCOC(=O)C1CCN(C(=O)C2CCN(c3nc4ccc(OC)cc4s3)CC2)CC1
-7,-13,2,-5,0.63,-24,4,0.7,4,Cc1cc(C)nc(SCc2nnc(SCC(=O)N3CCCc4ccccc43)n2C)n1
/,-3[20 µM],-121,-5,0.33,-18,4,-0.2,-5,COc1cc(/C=C/C(=O)Nc2ccccc2C(F)(F)F)cc(OC)c1OC
-6,-20,-71,0,/,-4,6,1.1,1,Cc1c(C(=O)NC(C)C)oc2c1-c1[nH]ncc1CC2
7,-13,8,-6,0.14,2,7,0.6,-3,O=C(CSC1CS(=O)(=O)c2cc([N+](=O)[O-])ccc21)NNC(=O)c1ccccc1 (stereo unspecified)
-4,-9[20 µM],-46,2,-0.0027,-5,16,-1.4,9,O=C(Oc1cccc2ccccc12)c1ccncc1
7,-20[20 µM],-2,-1,-0.84,-9,13,0.2,-4,O=S(=O)(c1cccs1)N1CCN(CC(O)COc2cccc(Br)c2)CC1 (stereo unspecified)
7,-14,18,1,0.92,2,10,0.4,1,CCOC(=O)C1=C(CS(=O)(=O)c2ccc(C)cc2)NC(=O)NC1c1ccc(O)c(OC)c1 (stereo unspecified)
-10,-10[20 µM],15,-5,/,-2,-10,0.4,-9,C/C(CC(=O)NC1CCCC1)=N\NC(=O)Cc1cccs1
1,6[20 µM],3,-4,0.095,8,3,-0.1,-5,COc1ccc(S(=O)(=O)Nc2cc(C)ccn2)cc1OC
-13,-21,4,-15,0.077,0,9,0.8,-1,O=C(NC(=S)NCc1cccnc1)c1ccc([N+](=O)[O-])cc1
15,-17,22,-1,/,-2,10,1.1,7,CC(=O)Nc1cccc(OCCCNC(=O)C2CCC2)c1
-1,-7,24,-4,-1.1,-3,0,-0.4,-5,CC(=O)c1cccc(S(=O)(=O)N2CCN(c3ccccc3F)CC2)c1
2,2,2,0,-0.38,-21,11,-0.7,4,O=c1c2ccccc2nc(/C=C/c2ccc([N+](=O)[O-])cc2)n1CCCO
-15,-17,0,-3,0.45,-13,13,0.1,5,O=C(N/N=C1/CC(c2ccccc2)Oc2ccccc21)C1CC1 (stereo unspecified)
-3,-29[20 µM],4,-8,-0.66,6,0,-0.5,-1,Fc1cccc(Cl)c1Cn1nnc2c(NCc3ccccn3)ncnc21
